miR122 inh = miR-122 Renilla sensor signal increase in Huh7, primary screen, miR-122 inhibitor project, cell-based, single point, plate reader; hit rate 0.3% among 340,000; activation (reporter increase), % at 12.5 µM; Huh7 miR-122 Renilla luciferase sensor, 48 h; neutral wells = 0, positive control = 100;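 active means mean replicate activation score at least 90 and every replicate individually at or above 90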;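 further: higher luciferase means less miR-122 activity so hits act as miR-122 inhibitors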
PGC1a acetyl inh = inhibitors of PGC1a acetylation signal, primary screen, cell-based, U2OS, AlphaScreen, inhibitor mode | AlphaScreen anti-acetyl-lysine; with virally co-expressed GCN5 acetyltransferase | inhibition, % at 15.6 µM | hit rate 0.17% among 350,000 | AID 651687, 2012;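 active means every replicate shows inhibition of at least 40%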;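 further: 0% = neutral control wells and 100% = positive control wells; some results beyond the cut were filed as inactive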
LGR2 antag = inhibitors of bursicon-induced LGR2 CRE-luciferase signal, primary screen, cell-based, HEK293, CRE-luciferase reporter, bursicon stimulation; hit rate 0.35% among 380,000; bursicon-stimulated, 4 h; inhibition, % at 9.99 µM; Drosophila bursicon receptor LGR2 (rickets);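 active means drop in luminescence signal, shown as inhibition above about 50% in the replicate tests, limit read from the data, passing the limit was not always enough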;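 further: agonist challenge used bursicon conditioned medium at about half maximal strength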
CASP6 VEID inh = human caspase-6 inhibitors, primary screen, biochemical, VEID-R110 fluorescence, single point, set 2 | purified caspase-6, Z-VEID-R110 cleavage fluorescence | inhibition, % at 12.5 µM | hit rate 0.53% among 350,000;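 active means mean inhibition across replicates at least about 35%, with every replicate also reaching that limit, limit read from the data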;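 further: 0% = median of neutral control wells and 100% = no fluorescence left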
Target sequence (P55212 24-179 limits assumed): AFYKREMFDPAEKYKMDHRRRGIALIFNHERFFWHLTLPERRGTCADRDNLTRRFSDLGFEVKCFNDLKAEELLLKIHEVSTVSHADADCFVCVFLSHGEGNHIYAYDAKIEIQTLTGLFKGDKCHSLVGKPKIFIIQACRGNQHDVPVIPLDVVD
Target sequence (P55212 194-293 limits assumed): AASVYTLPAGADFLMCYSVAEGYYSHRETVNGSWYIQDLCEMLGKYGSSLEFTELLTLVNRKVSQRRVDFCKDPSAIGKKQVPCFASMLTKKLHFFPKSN
FN deposit inh = inhibitors of fibronectin matrix deposition, primary screen, AH1F cells, Alexa488-fibronectin fluorescence, plate reader | AH1F fibroblasts, overnight | inhibition, % at 12.6 µM | hit rate 0.086% among 350,000;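 active means mean inhibition across replicates of 30% or more, regardless of how many single replicates reach that level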;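 further: positive control wells lacked labelled fibronectin entirely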
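test system = AH1F fibroblasts assembling fluorescent fibronectin matrix | quantity = 10000 AH1F cells per well | buffer or medium = DMEM plus 2% serum, read in PBS | doses = single dose, pinned | incubation = 1 h cell attachment, overnight exposure to compound and label | detection = fluorescence at 485 nm excitation, 525 nm emission | read-out basis = inhibition from reduced deposited-fibronectin fluorescence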
Cneo AK release = Cryptococcus neoformans cell lysis inducers, primary screen, AK release luminescence, single concentration; C. neoformans lysis, adenylate kinase release luminescence, 4 h; normalised: neutral wells 0, clomiphene wells 100; lysis activity, % at 15 µM; hit rate 0.2% among 360,000; AID 651654, 2012;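 active means mean lysis activity across replicates of at least 80%, whatever share of replicates individually reach that level; inactive means mean lysis activity below 80%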
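Test system: log-phase Cryptococcus neoformans yeast cells. Input: 5 × 10^6 yeast cells/mL. Medium: fresh YPD growth medium. Doses: single dose. Incubation: static 4 h at 37 °C with compound, 1 h detection. Measured by: luminescent adenylate kinase detection reagent. Read-out: signal increase indicating cell lysis. Benchmarks: Clomiphene.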
PAX8 inh HTS = inhibitors of PAX8-driven TPO luciferase reporter, primary screen, RMG-I cells, single concentration; SteadyGlo, 24 h; inhibition, % at 12.6 µM; hit rate 1.2% among 360,000;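 active means mean replicate inhibition at least 60% with every replicate also reaching 60%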;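 further: luciferase light reporting Pax8 driven TPO promoter activity; plate controls were median of neutral control wells for no effect and mitoxantrone controls for full effect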
EWS-Fli inh = EWS/Fli-driven NR0B1 reporter inhibitors, primary screen, A673 cells, NR0B1 luciferase, luminescence, MLPCN library; AID 651661, 2012; hit rate 0.67% among 350,000; inhibition, % at 12.6 µM; viability-normalised;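 active means mean inhibition of at least 50% after viability correction, with every replicate also passing that limit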;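 further: firefly luciferase signal divided by Alamar Blue viability fluorescence both relative to DMSO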
* = called active by the depositor; . = no result given; & = joins results of further samples; [ ] = another dose, or the depositor's remark.

The first 5 compounds, to show the layout:
(1) COc1ccc(S(=O)(=O)N2CCN(C/C=C/c3ccccc3)CC2)cc1NC(C)=O
(2) Nc1ccccc1S(=O)(=O)NCCCCc1ccccc1
(3) O=C(C1=C[C@H](C2CCCCC2)C[C@H](OCCCCO)O1)N1CCOCC1
(4) CCOC(=O)CCNC(=O)Nc1ccc2nc(C)n(Cc3cccc(Cl)c3)c(=O)c2c1
(5) CC1(C)[C@H](C(=O)O)N2C(=O)C[C@H]2S1(=O)=O

Screen / compound no.	1	2	3	4	5
EWS-Fli inh	3	10	0&-2	.	4
miR122 inh	.	48	4	19	7
FN deposit inh	3	-2	3	.	.
PGC1a acetyl inh	.	-1	.	3	4
LGR2 antag	0	3	-6	-14	-12
Cneo AK release	-2	-3	0&38	0	1
PAX8 inh HTS	-1	1	12&-3	.	.
CASP6 VEID inh	1	2	-1&-2	.	-4

The list itself, from the first entry:
(1) COc1ccc(S(=O)(=O)N2CCN(C/C=C/c3ccccc3)CC2)cc1NC(C)=O
(2) Nc1ccccc1S(=O)(=O)NCCCCc1ccccc1
(3) O=C(C1=C[C@H](C2CCCCC2)C[C@H](OCCCCO)O1)N1CCOCC1
(4) CCOC(=O)CCNC(=O)Nc1ccc2nc(C)n(Cc3cccc(Cl)c3)c(=O)c2c1
(5) CC1(C)[C@H](C(=O)O)N2C(=O)C[C@H]2S1(=O)=O
(6) O=C(Nc1ccc(C(=O)O)cc1)/C(=C\C=C\c1ccccc1)NC(=O)c1cccc(Br)c1
(7) Cc1cc(C(=O)NCCC2=CCCCC2)c(C)o1
(8) CC(=O)/C=C(/C)NC(Cc1c[nH]c2ccccc12)C(=O)O (configuration not stated)

Screen / compound no.	1	2	3	4	5	6	7	8
EWS-Fli inh	3	10	0&-2	.	4	11	-34	5
miR122 inh	.	48	4	19	7	.	8	3&4
FN deposit inh	3	-2	3	.	.	-2	.	.
PGC1a acetyl inh	.	-1	.	3	4	.	-14	-11&-5
LGR2 antag	0	3	-6	-14	-12	-9	4	-2
Cneo AK release	-2	-3	0&38	0	1	.	0	4&1
PAX8 inh HTS	-1	1	12&-3	.	.	-12	.	.
CASP6 VEID inh	1	2	-1&-2	.	-4	4	4	11

(9) O=C(CSc1nc2ccccc2c(=O)n1-c1ccc(F)cc1F)NC1CCS(=O)(=O)C1 (configuration not stated)
(10) CN(C(=O)CC1C(=O)NCCN1Cc1ccc(F)c(F)c1)C1CCCCC1 (configuration not stated)
(11) COCCNC(=O)C(=O)NCC(c1ccc2c(c1)OCO2)N1CCN(c2ccc(F)cc2)CC1 (configuration not stated)
(12) COc1ccc(C(=O)NC2CCCN(Cc3ccc(Cl)cc3)C2)c(OC)c1 (configuration not stated)
(13) C[C@@H]1CN([C@H](C)CO)S(=O)(=O)c2ccc(-c3ccccc3)cc2O[C@H]1CN(C)S(=O)(=O)c1ccccc1F
(14) N#C[C@@H]1[C@H](c2ccc(C3=CCCC3)cc2)[C@@H](CO)N1C(=O)NC1CCCCC1
(15) C[C@H](CO)N1C[C@H](C)[C@@H](CN(C)C(=O)c2ccccc2)OCCCC[C@H](C)Oc2ccc(NS(=O)(=O)c3ccc(F)cc3)cc2C1=O
(16) COc1cccc(N2CCN(C(=O)c3cc(-c4ccc(F)cc4)[nH]c3C)CC2)c1

Screen / compound no.	9	10	11	12	13	14	15	16
EWS-Fli inh	0	12	15	10	8	-7	5	19
miR122 inh	1	2	.	14	-2[16.7 µM]	.	3[16.7 µM]	.
FN deposit inh	-4	-11	2	-9	.	-12	.	-9
PGC1a acetyl inh	-10	-1	-1	-5	-1	-4	-3	-5
LGR2 antag	15	4	5	10	12	10	-7	-1
Cneo AK release	-1	4	7	0	-5	.	-2	10
PAX8 inh HTS	-20	4	15	20	60	1	0	33
CASP6 VEID inh	30	-2	4	0	-1	3	1	-1

(17) COc1ccccc1-c1ccc2n(c1=O)C[C@@H]1[C@@H](CO)[C@H](C(=O)NC3CCC3)N(C(=O)C3CCC3)[C@H]21
(18) Cc1ccc(-c2csc(NC(=O)c3ccccc3Cl)c2C(=O)O)cc1
(19) Cc1c(NC(=O)c2cc(-c3ccccc3)nc3ccccc23)c(=O)n(-c2ccccc2)n1C
(20) CCc1ccc(-c2nc(CS(=O)CC(=O)NCCCN3CCC(C)CC3)c(C)o2)cc1 (configuration not stated)
(21) Cc1cc(C)n(/N=C\c2c(O)ccc3ccccc23)c(=O)c1C(N)=O
(22) COc1ccc(C2CC(c3ccc(Cl)cc3)=NN2c2ccc(S(N)(=O)=O)cc2)cc1 (configuration not stated)
(23) O=C(NCCCN1CCOCC1)/C(=C/c1ccc(-c2cccc([N+](=O)[O-])c2)o1)NC(=O)c1ccccc1
(24) COc1ccc2c3c(n(C)c2c1)[C@@H](CO)N(Cc1nccs1)CC31CN(C(=O)CC2CC2)C1

Screen / compound no.	17	18	19	20	21	22	23	24
EWS-Fli inh	-1	-71	0	.	.	1	1	-4
miR122 inh	.	-7	-1	-3	-8	-3	-6	.
FN deposit inh	.	1	1	-10	10	-5	8	.
PGC1a acetyl inh	.	.	10	-14	-7	31	.	8
LGR2 antag	-8	-36	10	4	.	19	-7	-4
Cneo AK release	35	-1	1	-1	12	0	-1	.
PAX8 inh HTS	.	-25	0	7	.	-7	12	.
CASP6 VEID inh	-1	-2	1	-10	.	-4	-12	1

(25) COc1cccc(C(=O)OCCCOC(=O)c2cccc(OC)c2OC)c1OC
(26) O=C(NCC1CC1)c1cc(-c2ccccc2)nn1CC1CC(c2cccc([N+](=O)[O-])c2)=NO1 (configuration not stated)
(27) CCOC(=O)c1ccc(NC(=O)C2CCN(S(=O)(=O)CC)CC2)cc1
(28) CCC(=O)Nc1ccc2c(c1)C(=O)N(C)C[C@@H](OC)[C@H](C)CN(C(=O)CN(C)C)[C@@H](C)CO2
(29) Cc1cccc2sc(N(CCCN(C)C)C(=O)COc3ccc(Cl)cc3)nc12
(30) CCCOc1ccc(NC(=O)C2CC(=O)N3CCCN=C3S2)cc1 (configuration not stated)
(31) CCOC(=O)C1(CC/C(C)=N\NC(N)=O)CC(C)(C)OC1=O (configuration not stated)
(32) O=C(CNC(=O)c1ccc(Br)cc1)OCc1cc([N+](=O)[O-])cc2c1OCOC2

Screen / compound no.	25	26	27	28	29	30	31	32
EWS-Fli inh	.	17	.	-4	5	.	8	3
miR122 inh	.	3	-13	-11[16.7 µM]	-2	-3	2	.
FN deposit inh	-1	8	-4	-5	-6	7	-7	.
PGC1a acetyl inh	.	-15	-7	8	6	8	7	11
LGR2 antag	8	-1	.	-4	-7	-4	12	-6
Cneo AK release	0	0	22	.	.	1	3	.
PAX8 inh HTS	.	-19	-8	.	18	.	12	-4
CASP6 VEID inh	2	5	.	.	-5	.	-5	1

(33) COc1cccc(CN2CC(C(=O)N(C)C3CCOCC3)CCC2=O)c1 (configuration not stated)
(34) CN(C)C(=O)C[C@@H]1C[C@@H]2c3cc(NC(=O)Nc4ccc(F)cc4)ccc3O[C@@H]2[C@@H](CO)O1
(35) CCn1cc(CCCC(=O)NCc2ccccc2OC)c2ccccc21
(36) COc1ccc(CCNS(=O)(=O)c2ccc(OC)cc2)cc1
(37) CCCCc1cc(=O)oc2c(CN3CCCC3)c(O)c(Cl)cc12
(38) CCCCn1c(=O)c(-[n+]2ccccc2)c([O-])c2ccccc21
(39) CC12CCC(=O)N1C(C(=O)N1CCN(S(=O)(=O)c3ccc(Br)cc3Cl)CC1)CS2 (configuration not stated)
(40) C/C(=N\NC(=O)c1ccccc1)c1cccc(Br)c1

Screen / compound no.	33	34	35	36	37	38	39	40
EWS-Fli inh	.	-13	5	.	.	.	6	-72
miR122 inh	-4	0[16.7 µM]	.	42	-7	-8	2	.
FN deposit inh	8	4	-7	1	-8	.	-6	-9
PGC1a acetyl inh	-11	8	.	-5	-1	3	-18	.
LGR2 antag	8	4	-5	.	.	5	11	.
Cneo AK release	0	3	2	2	0	0	-3	.
PAX8 inh HTS	-12	0	1	.	.	.	.	-14
CASP6 VEID inh	3	2	2	.	.	.	-2	-1

(41) CO[C@H]1CN(C)C(=O)c2cc(NC(=O)c3cccc(F)c3)ccc2OC[C@@H](C)N(C(C)=O)C[C@@H]1C
(42) CNC(=O)C(=O)Nc1nc(C23CC4CC(CC(C4)C2)C3)cs1
(43) Cc1ccccc1N1CCN(CC(=O)Nc2nc(C)c(C(=O)N(C)C)s2)CC1
(44) O=C(O)CCn1cc(-c2ccc(F)cc2)nc1-c1ccncc1
(45) C=C(C)C1CC=C(C)/C(=N\NC(=O)CNc2cccc3ccccc23)C1 (configuration not stated)
(46) Cc1noc(C)c1S(=O)(=O)Nc1ccc2c(c1)C(=O)N([C@H](C)CO)C[C@@H](C)[C@@H](CN(C)S(=O)(=O)c1ccc(F)cc1)OCCCC[C@H](C)O2
(47) CCOC(=O)c1ccc(NS(=O)(=O)c2ccc3c(c2)CCCN3C(C)=O)cc1
(48) CC(C)NC(=O)Nc1ccc2c(c1)CC(=O)N([C@H](C)CO)C[C@@H](C)[C@@H](CN(C)S(C)(=O)=O)O2

Screen / compound no.	41	42	43	44	45	46	47	48
EWS-Fli inh	-1	-33	12	-4	-6	-11	.	-7
miR122 inh	9[16.7 µM]	.	.	3	.	5[16.7 µM]	39	5[16.7 µM]
FN deposit inh	10	0	-6	2	-5	.	7	.
PGC1a acetyl inh	1	7	.	15	.	32	-13	3
LGR2 antag	-17	-79	6	-2	-18	22	.	23
Cneo AK release	.	.	0	3	.	7	3	2
PAX8 inh HTS	.	-39	2	8	-7	-7	.	-1
CASP6 VEID inh	.	-2	0	0	-2	1	.	-1

(49) Cc1ccccc1OCCn1cc(/C=C(\C#N)C(=O)NCc2ccco2)c2ccccc21
(50) COc1ccccc1Oc1ccc(S(=O)(=O)N2CCCCC2)cc1NC(=O)CCNC(C)=O
(51) CCCC#Cc1ccc([C@H]2[C@@H](CO)N3CCCCN(C(=O)NC4CCCC4)C[C@H]23)cc1
(52) CCC(=O)N(C)C[C@H]1Oc2ncc(C#Cc3ccncc3)cc2C(=O)N([C@H](C)CO)C[C@H]1C
(53) CC(=O)N(C)C[C@@H]1Oc2cc(-c3cccc(C#N)c3)ccc2S(=O)(=O)N([C@H](C)CO)C[C@@H]1C
(54) C[C@H](CO)N1C[C@H](C)[C@@H](CN(C)S(=O)(=O)c2cccc(F)c2)OCc2ccccc2-c2ccccc2C1=O
(55) O=C(CSc1nnnn1-c1cccnc1)NCc1cccs1
(56) O=c1[nH]c2ccccc2nc1CCc1ccccc1
(57) CCOc1ncccc1C(=O)N=C1SCCN1C(=O)c1cccnc1OCC

Screen / compound no.	49	50	51	52	53	54	55	56	57
EWS-Fli inh	-13	1	18	-23	14	1	.	-45	1
miR122 inh	-25	.	-23[16.7 µM]	-7[16.7 µM]	0[16.7 µM]	.	2	.	-9
FN deposit inh	-3	0	.	5	13	-5	3	3	.
PGC1a acetyl inh	.	7	-3	3	6	16	2	-6	.
LGR2 antag	-11	-7	20	3	3	16	.	-55	-8
Cneo AK release	.	3	55	-1	3	.	3	.	1
PAX8 inh HTS	1	-10	1	.	.	11	5	-63	1
CASP6 VEID inh	-2	-2	-1	0	2	.	.	1	2

Compound activity as filed in PubChem BioAssay.
